# Compound activity (PubChem BioAssay)
# PRMT1 inh: inhibitors of human PRMT1 | Q99873 | recombinant PRMT1, activity-based probe fluorescence polarization | inhibition, % at 2.79 µM | 370,000 compounds, 1.3% hits;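 active means inhibition above about 21% made by adding two undisclosed values, limit read from the data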
# ABHD4 inh: ABHD4 (mouse) inhibition, primary FP screen; purified mABHD4, FP-Rh probe fluorescence polarization; Q8VD66; 370,000 compounds, 0.54% hits; inhibition, % at 8.92 µM;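 active means inhibition exceeding the mean over every tested compound plus 3 SD, cut at about 30% in these data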;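 further: 0% = plate median of compound wells and 100% = S159A mutant with DMSO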
#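 Assay system: mABHD4 protein; medium: HEPES pH 7.0, NaCl, Pluronic buffer; dosing: 8.92 µM, single dose; schedule: 45 min + 60 min at 25 °C; signal: FP readout, ex 525 nm / em 598 nm; read-out: normalized percent inhibition of probe labeling; repeats: single replicate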
# TCR CD3 inh: human TCR-CD3 binding inhibition; TAMRA-labeled TCR probe fluorescence, biochemical; inhibition, % at 9.4 µM; 360,000 compounds, 0.37% hits; in the data active means inhibition above about 19%;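 further: recombinant mutant TCR 2C K166C tagged with TAMRA read by polarization; 0% = receptor in buffer alone and 100% = receptor with positive control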
# PG9 Ab binder: PG9 antibody binding by small molecule. inhibition, % at 6.7 µM. TR-FRET gp120-PG9 antibody binding. 360,000 compounds, 0.43% hits; in the data active means inhibition above about 8.5%
# Tn7 DDE FP: disrupts Tn7 cyclic peptide binding to fibrin D-Dimer-E complex; FP displacement of FITC-Tn7 peptide from fibrin DD(E); 0% = median of compound wells per plate; inhibition, % at 8.3 µM; 370,000 compounds, 0.13% hits; AID 720508;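 active means inhibition above the mean of compounds falling within the control limits plus 3 SD of them, cut at about 14% in these data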;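 further: 0% = plate median of compound wells and 100% = 10 µM Aha-Tn7 peptide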
#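 Measure: % inhibition scaled between sample-field median and high-control FP; Test system: human fibrin DD(E); Quantity: 2 µM final DD(E) protein; Doses: one dose, 8.3 µM nominal; Schedule: compound with protein 10 min, then 3 h after probe, room temperature; Detection: fluorescence polarization; Medium: Tris buffer with calcium and detergent, pH 7.8.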
# SIAE primary: blocks human sialic acid acetylesterase | Q9HAT2 | SIAE FP-Rh probe binding, fluorescence polarization | inhibition, % at 9.66 µM | 370,000 compounds, 0.69% hits | AID 1053197;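 active means inhibition above a cutoff: mean of compounds within the control limits plus 3 SD of those, cut at about 17% in these data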;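 further: 0% = plate median of compound wells and 100% = probe without SIAE protein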
# Target sequence (Q9HAT2 whole entry, looked up): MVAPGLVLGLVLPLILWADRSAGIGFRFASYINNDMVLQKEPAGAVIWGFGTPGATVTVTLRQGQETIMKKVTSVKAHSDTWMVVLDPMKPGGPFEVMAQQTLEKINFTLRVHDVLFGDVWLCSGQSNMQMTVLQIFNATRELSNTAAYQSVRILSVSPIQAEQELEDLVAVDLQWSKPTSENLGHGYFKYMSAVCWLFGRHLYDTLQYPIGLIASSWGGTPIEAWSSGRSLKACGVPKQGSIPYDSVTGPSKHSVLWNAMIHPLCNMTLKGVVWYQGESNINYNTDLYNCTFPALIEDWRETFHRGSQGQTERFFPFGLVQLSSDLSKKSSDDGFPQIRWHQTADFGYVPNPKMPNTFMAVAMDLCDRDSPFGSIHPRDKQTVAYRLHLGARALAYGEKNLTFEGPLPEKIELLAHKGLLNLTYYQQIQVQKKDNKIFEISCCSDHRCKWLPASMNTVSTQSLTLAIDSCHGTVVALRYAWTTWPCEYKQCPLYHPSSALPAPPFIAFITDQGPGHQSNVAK
# HTRA1 inh: HTRA1 (human) protease inhibition. 340,000 compounds, 0.5% hits. recombinant HTRA1, FP-rhodamine activity-based probe, fluorescence polarization. inhibition, % at 5.96 µM; in the data active means inhibition above about 36%;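 further: 0% = enzyme with DMSO and 100% = wells lacking enzyme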
# Target sequence (Q92743 whole entry, looked up): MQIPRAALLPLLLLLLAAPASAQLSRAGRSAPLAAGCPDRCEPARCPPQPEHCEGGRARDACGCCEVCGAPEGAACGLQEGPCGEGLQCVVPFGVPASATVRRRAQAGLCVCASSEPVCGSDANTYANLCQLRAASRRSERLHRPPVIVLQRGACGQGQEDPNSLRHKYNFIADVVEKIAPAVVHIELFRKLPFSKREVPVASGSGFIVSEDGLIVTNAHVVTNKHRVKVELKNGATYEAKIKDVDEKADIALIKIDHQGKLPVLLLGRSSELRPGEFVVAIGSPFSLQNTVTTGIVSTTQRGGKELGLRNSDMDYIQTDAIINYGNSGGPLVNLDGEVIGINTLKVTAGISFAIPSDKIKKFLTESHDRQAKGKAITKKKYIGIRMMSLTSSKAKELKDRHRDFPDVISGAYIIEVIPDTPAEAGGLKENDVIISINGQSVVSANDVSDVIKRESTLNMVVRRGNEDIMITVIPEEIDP
# TDP2 inh: TDP2 (human) inhibition, absorbance primary screen; O95551; recombinant TDP2, T5PNP hydrolysis, p-nitrophenol absorbance 415 nm; inhibition, % at 12.8 µM; 370,000 compounds, 0.34% hits; AID 720702;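 active means inhibition above the mean of all tested compounds plus 3 SD, set per campaign, cut at about 25% in these data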;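 further: 0% = DMSO with enzyme and 100% = buffer with substrate but no TDP2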
#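 Assay system: recombinant human TDP2 / Reagent: T5PNP substrate at 5 mM, a TopII-DNA adduct mimic / Measured by: epi absorbance from released p-nitrophenol / Evaluation: % inhibition relative to enzyme-containing and enzyme-free wells / Control set: enzyme-free and DMSO wells / Replicates: each compound tested once, singlicate / Schedule: enzyme reaction with compound for 2 h at 37 °C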
# UHRF1 MBD2 ctr: human UHRF1 methylated DNA binding inhibitors; Q96T88; UHRF1 binding to methylated oligo, TR-FRET; inhibition, % at 4.4 µM; 370,000 compounds, 0.75% hits; in the data active means inhibition above about 21%;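 further: UHRF1 SRA domain binding a hemimethylated CpG hairpin DNA probe; 0% = median of test compound wells and 100% = reference inhibitor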
# LEDGF integ inh: blocks HIV-1 LEDGF/p75-dependent DNA integration | 370,000 compounds, 0.64% hits | inhibition, % at 3.7 µM | TR-FRET IN-LEDGF/p75 DNA integration, Eu/Cy5;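 active means inhibition above the screen-wide mean plus 3 SD, cut at about 13% in these data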;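 further: signal is the Cy5 over europium emission ratio at 671 and 618 nm; 0% = plate median of compound wells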
# Starred values were filed as active, the others as inactive; nt = no result given.
Compound,PG9 Ab binder,ABHD4 inh,TCR CD3 inh,SIAE primary,Tn7 DDE FP,LEDGF integ inh,TDP2 inh,UHRF1 MBD2 ctr,HTRA1 inh,PRMT1 inh
O=c1[nH]cnc2sc3c(c12)CCCC3,1.4,-5,1,4,0,-3,6,-2,0,-3
Cc1ccc(Cl)cc1NC(C#N)c1ccccc1 (stereo not given),2.7,-7,-5,4,4,-4,-8,3,12,4
O=C(Nc1ccc(NC(=O)c2ccco2)cc1)c1ccc2c(c1)OCCO2,0.2,-49,9,-39,2,-5,-15,3,nt,2
Cn1nccc1C(=O)NC1CC(C)(C)Cc2c1cnn2-c1ccc(F)cc1 (stereo not given),-2.8,9,-8,1,-5,2,21,0,-4,-2
CC(=O)c1cccc(NC(=O)COc2nsnc2N2CCOCC2)c1,-0.6,-1,-3,-4,-2,-2,-11,2,1,0
COC(=O)c1cc(NC2c3ccccc3C(=O)N2c2ccc(Cl)cn2)cc(C(=O)OC)c1 (stereo not given),-1.0,7,-4,-1,-4,-1,1,1,-5,7
COc1ccccc1NC(=O)CSc1nncn1N,0.5,0,-7,0,9,-4,6,3,3,2
Nc1nc(SCC(=O)c2ccc(Br)s2)n[nH]1,0.3,4,-2,-1,2,0,2,1,nt,1
CN(C(=O)c1ccc2c(=O)n3c(nc2c1)CCCCC3)c1ccccc1,1.1,5,-4,3,3,2,6,1,3,2
Cc1noc(C)c1C(=O)Nc1nc2ccc(Cl)cc2s1,-1.0,-5,-9,-2,5,-7,-9,3,-4,3
O=C(NNc1cccc(Cl)n1)C(F)(F)F,-3.9,3,3,4,-1,5,-13,-2,1,0
Cc1cccc(NC(=S)NCc2cccn2C)c1,-2.9,1,-4,14,4,2,-3,-2,7,5
O=c1c2c([nH]n1-c1ccccc1)CCCC2,-2.0,-1,1,3,-4,5,-6,-1,10,1
Cc1ccc(Sc2ccc(S(=O)(=O)Nc3ccc(C(=O)O)cc3)cc2)cc1C,6.6,-72,1,-16,2,3,3,-1,-34,4
C=CCOc1ccc(Br)cc1CNC(C)(C)CO,-1.8,2,-2,-1,0,1,-1,1,7,5
CCOC(=O)c1sc(NS(=O)(=O)c2ccccc2Cl)nc1C,-3.8,-17,8,3,3,1,3,0,-2,-3
COc1ccc(NS(=O)(=O)c2cc(NC(=O)/C=C/c3cccs3)ccc2N2CCOCC2)cc1,-0.6,-12,4,-71,0,1,-5,1,-62,-2
CCSc1nnc(Nc2ccccc2)s1,-3.4,-1,-2,-3,-3,0,0,-1,2,-2
Cc1cccc(-n2ncc3c(N4CCCc5ccccc54)ncnc32)c1,1.1,-2,-6,-7,-3,-4,-12,0,-23,0
Cc1cc(N(C)C)nc(SC(C)C)n1,0.5,3,-2,-1,-5,1,0,1,4,0
CC(=O)Nc1ccc(S(=O)(=O)N2CCC(n3cnc4cc(F)ccc43)CC2)cc1,-0.8,0,5,-4,-7,0,4,0,2,2
CCC[C@H]1[C@@H](NC(=O)c2cccc(Cl)c2)CC[C@@]23CCCN2C(=O)CCC[C@@H]13,nt,-1,nt,-5,-7,4,-5,-1,nt,0
COc1ccc(CCNC(=O)c2ccc(CNc3nc(=S)[nH]c4ccccc34)cc2)cc1OC,0.0,-8,-2,-3,-3,-4,3,-1,-22,2
O=C(CCCCCN1C(=O)c2ccccc2C1=O)Nc1ccc(S(=O)(=O)N2CCCCC2)cc1,-0.1,-7,5,-9,0,-5,3,1,-24,1
COc1ccc(C(=O)NNC(=O)C(C)NC(=O)c2ccccc2NC(=O)c2ccco2)cc1 (stereo not given),-0.1,4,7,5,1,-1,2,-4,-6,-1
O=C(NCc1ccccn1)C(=O)NCC(c1ccco1)N1CCN(c2ccc(F)cc2)CC1 (stereo not given),-0.4,3,2,6,-8,2,10,0,0,0
O=C(CCc1ccccc1)NNc1cc(N2CCCCC2)nc(N2CCCCC2)n1,-0.5,-3,6,5,-5,2,-12,0,6,-3
CC(=O)Nc1ccc2c3c(ccc([N+](=O)[O-])c13)CC2,-1.4,9,7,-6,-5,2,-2,10,6,8
COc1ccc(CCNCC(=O)Nc2ccc(C)c(S(=O)(=O)N(C)C)c2)cc1OC,-2.1,11,-4,0,-1,0,32*,4,1,4
Cc1cccc(-n2c(C)cc(/C=N/n3cnnc3)c2C)c1,-2.1,5,2,9,0,-4,-9,0,1,-2

# The list continues.
Compound,PG9 Ab binder,ABHD4 inh,TCR CD3 inh,SIAE primary,Tn7 DDE FP,LEDGF integ inh,TDP2 inh,UHRF1 MBD2 ctr,HTRA1 inh,PRMT1 inh
Cc1ccccc1OCC(=O)NC(=S)Nc1cccc2cc(O)ccc12,0.3,-12,9,10,1,0,4,-1,-23,-2
COc1ccc(OC)c(NC(=O)Nc2ccccc2C)c1,1.2,-2,-7,6,0,0,0,-1,-9,-2
CC(C)(/C=N/NC(=O)CSCc1ccccc1Cl)CCC#N,-1.0,-2,-6,1,-4,-4,2,2,6,2
COc1cc(Cl)c(C)cc1NC(=O)Cc1ccc(OC)c(OC)c1,-1.9,1,6,-1,-2,-1,-2,2,-3,-1
N#CCCCSc1ncccc1-c1nc2ccccc2[nH]1,1.7,0,-2,-6,-5,3,-7,1,-6,-1
O=C(COC(=O)c1cc(-c2cccnc2)nc2ccccc12)Nc1ccc(F)cc1F,-4.9,-1,0,-6,-2,-1,-6,-1,-35,1
O=C(/C=C/c1ccc(F)cc1)NCCCn1ccnc1,2.1,-11,-5,-4,0,2,4,2,-1,3
O=C(Cc1ccc(S(=O)(=O)N2CCOCC2)s1)Nc1cc(Cl)ccc1Cl,-1.8,-10,5,-8,-8,5,-13,1,-13,-4
CCN(CC)CCN1C(=O)C(O)=C(C(=O)c2cccs2)C1c1ccc(C)o1 (stereo not given),0.9,-1,2,-2,-1,-3,-2,-3,12,2
CCOC(=O)Cc1csc(NS(=O)(=O)c2ccc(Br)cc2)n1,-2.1,3,9,0,1,-3,14,-1,9,0
COc1cccc(N(C(=O)CNC(=O)c2ccco2)C(C(=O)NC2CCCCC2)c2cccnc2)c1 (stereo not given),-3.7,-8,3,-10,-10,-1,-19,2,0,-6
O=C(CN1CCN(C(=O)CNC(=O)c2ccc(N3CCCC3=O)cc2)CC1)Nc1ccccc1Cl,-0.4,9,-13,-1,-11,-4,11,0,1,4
O=C(CCn1cccn1)Nc1ccc(-c2ccno2)cc1,-0.4,-3,-1,-2,2,-1,-3,2,0,4
CCO[C@H]1OC(C(=O)NC2CC2)=C[C@@H](C2CCCCC2)[C@@H]1CCCO,-0.2,0,10,-3,6,-1,11,5,-4,0
Cc1cc(Br)cn2c(Cc3ccccc3C(F)(F)F)c(-c3ccco3)nc12,-5.3,-3,3,1,6,0,-3,19,nt,40*
O=c1[nH]c(C2CCCN(S(=O)(=O)c3ccccc3Cl)C2)nc2c1nnn2Cc1ccc2c(c1)OCCO2 (stereo not given),0.2,3,-9,-5,7,-2,-1,3,-58,0
CC1=C(C(=O)N(C)C)C(c2ccc(N3CCOCC3)cc2)NC(=O)N1 (stereo not given),-2.1,-6,11,2,-2,5,-3,-1,-1,-6
CCN(C[C@H]1N[C@@](CC)(C(=O)OC)[C@H]2C(=O)N(C)C(=O)[C@@H]12)S(=O)(=O)c1ccc(C)cc1,-0.2,0,-3,3,7,-5,-9,0,-4,5
COC(=O)CSc1nnc(-c2n[nH]c3c2CCC3)n1N,nt,1,nt,-6,-2,1,8,-1,nt,6
O=CN1CCN(C(=S)NC(=O)c2ccc(Cl)cc2)CC1,1.9,0,0,5,-2,0,5,-3,2,0
COc1ccccc1CNC(=O)COC(=O)C1CCN(S(=O)(=O)c2ccc(C)c(C)c2)CC1,-0.7,-2,4,5,0,-2,2,0,-11,0
O=C(NNC(=O)C12CC3CC(CC(Cl)(C3)C1)C2)c1csc(N2CCOCC2)n1,1.2,-8,-8,-2,2,2,-14,-1,2,-2
CCCCCCCCC(=O)NC(NC(=S)N1CCOCC1)C(Cl)(Cl)Cl (stereo not given),2.0,-16,2,-6,3,3,-4,5,-22,4
Cc1cc(C(=O)NCc2ccco2)cs1,-0.3,-5,-6,5,1,4,1,3,2,1
NC(N)=N/N=C/c1ccc2cccc(OCc3ccccc3)c2n1,-1.6,-4,13,-1,4,1,-6,-6,-2,-1
CC(=O)N1CCc2cc(S(=O)(=O)NCCC(=O)N3CCN(Cc4ccccc4)CC3)ccc21,-2.9,1,-1,6,0,-1,-2,2,-2,1
O=C(NC(=S)Nc1ccccc1N1CCCC1)c1ccc(-c2cccc([N+](=O)[O-])c2)o1,-3.4,4,-2,3,0,9,-13,-10,-4,2
CC1=C(C(=O)N(C(C)C)C(C)C)CC(CC(=O)NC2CCCCC2)C(=O)N1CCC1=CCCCC1 (stereo not given),-0.8,8,-2,1,-1,1,-8,0,nt,0
Cc1ccc(SCC(=O)Nc2ccc(C(=O)Nc3ccc(O)cc3)cc2)cc1,-1.9,2,0,-5,4,-4,1,0,1,0
O=C(CSc1nnc(CNC(=O)c2cccs2)o1)Nc1cccc(F)c1,-1.3,-4,0,6,-1,1,-2,4,-1,5

# Part of the list above with just HTRA1 inh, Tn7 DDE FP and PRMT1 inh:
molecule | HTRA1 inh | Tn7 DDE FP | PRMT1 inh
O=C(CN1CCN(C(=O)CNC(=O)c2ccc(N3CCCC3=O)cc2)CC1)Nc1ccccc1Cl | 1 | -11 | 4
O=C(CCn1cccn1)Nc1ccc(-c2ccno2)cc1 | 0 | 2 | 4
CCO[C@H]1OC(C(=O)NC2CC2)=C[C@@H](C2CCCCC2)[C@@H]1CCCO | -4 | 6 | 0

# Further records.
Compound,PG9 Ab binder,ABHD4 inh,TCR CD3 inh,SIAE primary,Tn7 DDE FP,LEDGF integ inh,TDP2 inh,UHRF1 MBD2 ctr,HTRA1 inh,PRMT1 inh
COc1ccc(/C=N/NC(=O)c2cc(=O)[nH]c3ccccc23)cc1OC,-0.8,3,-6,-2,2,1,-2,-2,-3,-1
COC(=O)[C@H](Cc1ccccc1)N1CC(N2CCCC2)CS1(=O)=O (stereo not given in full),1.3,-1,1,3,7,0,5,1,nt,2
Cc1ccc(Sc2cc(NCCCO)c([N+](=O)[O-])c3nonc23)cc1,1.1,-1,-3,6,-5,-2,5,-5,5,1
O=C(Nc1ccc(-c2cc3ccccc3oc2=O)c(Cl)c1)c1cccnc1,2.3,9,-2,-48,-4,-2,2,0,-5,0
COc1ccccc1CN1CC(C(=O)NCCn2nc(C)cc2C)CCC1=O (stereo not given),-1.5,7,-1,-3,3,2,-8,3,3,0
